TDP1 cell CPT = DT40-hTDP1 cell growth loss with CPT; chicken DT40 Tdp1-/-;hTDP1 cells + 20 nM CPT, ATP luminescence, 48 h; Potency, µM (titrated, usually from 46.2 µM), inactives show at the highest dose activity change, negative = growth inhibition, usual class: inhibitors; 420,000 tested, 12% active; AID 686979; further: nearly all actives have a fitted effect of over 55% in size
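Cell growth measured by CellTiter-Glo luminescence after a minimum 48 h, 37 C compound exposure with 20 nM CPT in Tdp1-knockout DT40 cells stably expressing hTDP1, seeded 400/well; qHTS titration format.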
DT40 TDP1 no CPT = qHTS for Inhibitors of human tyrosyl-DNA phosphodiesterase 1 (TDP1): qHTS in cells in absence of CPT | DT40 Tdp1-/- hTDP1 cells, no CPT, ATP luminescence, 48 h | Potency, µM (titrated, usually from 46.2 µM), for the others: top-dose activity change, negative = growth inhibition, usual class: inhibitors | 420,000 tested, 15% active | AID 686978, 2013; further: nearly all actives have a fitted effect of over 55% in size
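Compound effects on proliferation are scored in DT40 Tdp1-/-;hTDP1 cells in the absence of CPT. ATP levels (CellTiter-Glo luminescence) are recorded after a ≥48 hr, 37 °C incubation.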
TDP1 block = inhibitors of human tyrosyl-DNA phosphodiesterase TDP1 | 350,000 tested, 0.28% active | AID 485290 | Potency, µM (top dose mostly 130 µM), without a hit: at the highest dose activity change, negative = inhibition, hits mostly inhibitors | recombinant TDP1, AlphaScreen DNA substrate cleavage; further: nearly all actives have a fitted effect of over 40% in size
Target sequence (Q9NUW8 whole entry, looked up): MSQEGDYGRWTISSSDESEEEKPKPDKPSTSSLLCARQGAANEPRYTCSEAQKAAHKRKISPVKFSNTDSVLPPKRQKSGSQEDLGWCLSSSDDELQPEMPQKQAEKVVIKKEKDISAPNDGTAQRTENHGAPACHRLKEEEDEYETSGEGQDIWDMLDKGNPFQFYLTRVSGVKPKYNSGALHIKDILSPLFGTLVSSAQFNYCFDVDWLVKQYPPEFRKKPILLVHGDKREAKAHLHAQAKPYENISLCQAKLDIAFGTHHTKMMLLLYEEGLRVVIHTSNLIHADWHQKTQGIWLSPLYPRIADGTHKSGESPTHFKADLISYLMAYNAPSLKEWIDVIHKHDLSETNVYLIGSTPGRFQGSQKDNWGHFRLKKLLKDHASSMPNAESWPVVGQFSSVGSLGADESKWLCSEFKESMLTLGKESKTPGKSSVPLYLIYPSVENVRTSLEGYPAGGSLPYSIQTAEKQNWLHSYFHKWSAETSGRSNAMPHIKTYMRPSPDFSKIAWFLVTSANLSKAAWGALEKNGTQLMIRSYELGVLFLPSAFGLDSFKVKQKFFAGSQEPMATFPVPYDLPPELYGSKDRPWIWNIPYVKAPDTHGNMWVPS
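AlphaScreen read-out: signal falls as enzyme removes the 3' tyrosine-FITC from a 5'-biotinylated DNA oligo (15 nM, 5 min, RT). Enzyme was E. coli-made recombinant Tdp1 at 1 nM, exposed to compound for 15 min beforehand; beads 10 ug/ml, 10 min.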
An asterisk follows results filed as active; [ ] = remark or other dose. The call rests on the fitted dose curve; in most records, active means well fitted curve in the direction sought with a large enough effect; inconclusive means small, poorly fitted or top-dose-only effect, or another doubt; inactive means no such curve, though single readings can be large; an effect the other way counts as inactive or inconclusive. On the % scale 0 is the no-effect control and ±100 the full control effect; potency means the concentration at half of the fitted maximal effect.

Screening OC(c1ccc(F)cc1)c1nc(-c2ccncc2)cs1 (stereo not given) returned TDP1 cell CPT 7.31µM* and DT40 TDP1 no CPT 7.31µM*.
`Cc1cccc(Nc2ncc3c(n2)CC(C)CC3=O)c1` (stereo not given) gave TDP1 cell CPT -15.7%, DT40 TDP1 no CPT -17.5% and TDP1 block 0.0%.
`S=C(NCc1ccc(Cl)c(Cl)c1)NCc1ccco1` gave TDP1 cell CPT -20.4% and DT40 TDP1 no CPT -9.9%.
COc1ccc(-c2nc(C)sc2C)cc1 was read as TDP1 cell CPT 3.0%, DT40 TDP1 no CPT -18.6% and TDP1 block 0.0%.
For COC(=O)c1cc(Nc2nc3ccccc3nc2NS(=O)(=O)c2ccc(C)cc2)ccc1Cl the results were TDP1 cell CPT 18.4µM*, DT40 TDP1 no CPT 6.51µM* and TDP1 block 1.3%.
For COC(=O)CSc1ncccc1-c1nc2ccccc2[nH]1 the results were TDP1 cell CPT -25.9%, DT40 TDP1 no CPT inconclusive and TDP1 block 4.1%.
Screening Cc1cccc(Cn2nc(C)c(NC(=O)c3ccc(F)cc3)c2C)c1 returned TDP1 cell CPT -4.1%, DT40 TDP1 no CPT inconclusive and TDP1 block 5.1%.
Screening Cc1c(C(=O)NCCN2CCOC2=O)oc2c(F)cccc12 returned TDP1 cell CPT 6.4%, DT40 TDP1 no CPT 18.7% and TDP1 block 1.2%.
For COc1cccc(-c2nnc(-c3ccc4ccccc4c3)o2)c1 the results were TDP1 cell CPT inconclusive and DT40 TDP1 no CPT -26.6%.
Screening Cn1c(=O)c2c(ncn2CC(=O)OCC(=O)NCc2ccccc2Cl)n(C)c1=O returned TDP1 cell CPT 6.6%, DT40 TDP1 no CPT -2.9% and TDP1 block -0.6%.
Screening COCCN(C(=O)CSc1nc2ccccc2s1)c1c(N)n(Cc2ccccc2)c(=O)[nH]c1=O returned TDP1 cell CPT -13.1% and DT40 TDP1 no CPT -11.8%.
`CCn1c(SCC(=O)Nc2ccc(S(N)(=O)=O)cc2)nnc1-c1cccc(OC)c1` gave TDP1 cell CPT -2.9%, DT40 TDP1 no CPT -14.7% and TDP1 block 2.1%.
For CC(C)c1ccc(NC(=O)CSc2ncc3c(n2)-c2ccccc2N(C)S3(=O)=O)cc1 the results were TDP1 cell CPT inconclusive, DT40 TDP1 no CPT -20.4% and TDP1 block -5.3%.
Screening CC1CCCC(NC(=O)c2ccc3c(c2)OCO3)C1C (stereo not given) returned TDP1 cell CPT inconclusive, DT40 TDP1 no CPT inconclusive and TDP1 block 2.9%[0.505 µM].
Cc1cc(=O)oc2cc(NC(=O)C(C)Oc3ccc(F)cc3)ccc12 (stereo not given) was read as TDP1 cell CPT 10.8%, DT40 TDP1 no CPT 2.9% and TDP1 block 3.4%[0.505 µM].
COc1cccc(C2=Cc3ccc(F)cc3C(CC(C)=O)N2c2ccc(-c3cc(OC)c(OC)c(OC)c3)cc2)c1 (stereo not given) was read as TDP1 cell CPT -3.0% and DT40 TDP1 no CPT -13.6%.
COc1ccc(CN2CCc3ccccc3C2)c(OC)c1 was read as TDP1 cell CPT -0.4% and DT40 TDP1 no CPT inconclusive.
Screening COc1ccc(N2CCN(C(=O)c3ccccc3F)CC2)c([N+](=O)[O-])c1 returned TDP1 cell CPT inconclusive, DT40 TDP1 no CPT inconclusive and TDP1 block 5.6%.
For O=C(Nc1ccc(Cl)c(Cl)c1)Nc1nc(-c2ccccc2)cs1 the results were TDP1 cell CPT 11.6µM*, DT40 TDP1 no CPT 13µM* and TDP1 block 2.7%.
O=C(COc1ccccc1Cl)NC1CC1 was read as TDP1 cell CPT -0.1%, DT40 TDP1 no CPT 12.3% and TDP1 block 2.1%.
`O=c1[nH]ncc(NCCCO)c1Cl` gave TDP1 cell CPT -1.3%, DT40 TDP1 no CPT -4.8% and TDP1 block 5.5%.
For O=C(CCn1nnc2ccccc21)Nc1nnc(COc2ccccc2F)s1 the results were TDP1 cell CPT -13.9%, DT40 TDP1 no CPT inconclusive and TDP1 block 0.5%.
`CC(C)(C)c1ccc(OCC(=O)N(Cc2ccco2)Cc2ccccc2F)cc1` gave TDP1 cell CPT inconclusive, DT40 TDP1 no CPT 20.6µM* and TDP1 block -2.3%.
Screening Cc1cc(=O)oc2cc(OCC(=O)OCC(=O)NC(C)C)ccc12 returned TDP1 cell CPT -1.7%, DT40 TDP1 no CPT -4.3% and TDP1 block 2.6%.
For c1ccc2c(c1)nc1n2CCN1 the results were TDP1 cell CPT 1.1%, DT40 TDP1 no CPT -10.4% and TDP1 block 3.2%.
`CCC1(C)CN=C(c2ccccc2)NC1` (stereo not given) gave TDP1 cell CPT 3.2% and DT40 TDP1 no CPT -4.6%.
`CC(=O)C1=C(O)C(=O)N(c2ccccn2)C1c1cccc(F)c1` (stereo not given) gave TDP1 cell CPT -9.4% and DT40 TDP1 no CPT -5.7%.
`O=C(CCc1nnc(CCC2CCCCC2)o1)NCCn1cccn1` gave TDP1 cell CPT 2.8%, DT40 TDP1 no CPT 14.3% and TDP1 block 3.0%.
For CCOc1ccc(S(=O)(=O)Nc2cc(OC)c(OC)cc2C(=O)O)cc1 the results were TDP1 cell CPT -8.5%, DT40 TDP1 no CPT 2.1% and TDP1 block -7.0%.
Screening COC(CNC(=O)c1cnn2c(C)c(Cc3ccccc3)c(C)nc12)OC returned TDP1 cell CPT inconclusive, DT40 TDP1 no CPT 16.4µM* and TDP1 block 4.9%.

Of the compounds above, these have two or more sulfur atoms:
Screening COCCN(C(=O)CSc1nc2ccccc2s1)c1c(N)n(Cc2ccccc2)c(=O)[nH]c1=O returned TDP1 cell CPT -13.1% and DT40 TDP1 no CPT -11.8%.
`CCn1c(SCC(=O)Nc2ccc(S(N)(=O)=O)cc2)nnc1-c1cccc(OC)c1` gave TDP1 cell CPT -2.9%, DT40 TDP1 no CPT -14.7% and TDP1 block 2.1%.
For CC(C)c1ccc(NC(=O)CSc2ncc3c(n2)-c2ccccc2N(C)S3(=O)=O)cc1 the results were TDP1 cell CPT inconclusive, DT40 TDP1 no CPT -20.4% and TDP1 block -5.3%.

New compounds follow.
For CCOC(=O)c1c(C)oc2nc(C)nc(NCc3ccccc3OC)c12 the results were TDP1 cell CPT 11.6µM*, DT40 TDP1 no CPT 14.6µM* and TDP1 block 6.3%.
`O=C(CNC(=O)OCc1ccccc1)NC(Cc1cnc[nH]1)C(=O)O` (stereo not given) gave TDP1 cell CPT inconclusive and DT40 TDP1 no CPT 16.4µM*.
`Cc1ccc(Nc2cc(C)nc(N3CCOCC3)n2)cc1` gave TDP1 cell CPT -28.0%, DT40 TDP1 no CPT inconclusive and TDP1 block 3.1%.
`CC(C)C(=O)N1CCN(c2ccccc2NC(=O)c2ccc(Br)o2)CC1` gave TDP1 cell CPT inconclusive, DT40 TDP1 no CPT inconclusive and TDP1 block 1.2%.
For COc1cccc(NC(=O)C2(C)CCN2C(=O)Cc2ccc(C(C)C)cc2)c1 (stereo not given) the results were TDP1 cell CPT 18.4µM* and DT40 TDP1 no CPT inconclusive.
For CCc1ccccc1N(C)C(=O)c1nn(C)c2c1CSc1ccccc1-2 the results were TDP1 cell CPT inconclusive, DT40 TDP1 no CPT 23.1µM* and TDP1 block -2.9%.
For Cc1cc(-c2c(C)[nH]n(-c3ccc(Cl)cc3)c2=O)n(-c2ccccc2)n1 the results were TDP1 cell CPT -5.3%, DT40 TDP1 no CPT 2.8% and TDP1 block 7.1%.
Screening COc1ccc(CCNC(=O)c2ccc(N3CCCC3=O)cc2)cc1 returned TDP1 cell CPT -11.2%, DT40 TDP1 no CPT -1.7% and TDP1 block 1.9%.
For COc1cc2ccccc2cc1C(=O)Nc1ccc(N2CCN(C(=O)C(C)C)CC2)cc1 the results were TDP1 cell CPT 16.4µM*, DT40 TDP1 no CPT 10.3µM* and TDP1 block 6.9%.
COc1cccc(-c2cc(C(=O)NCC3CCCO3)c3ccccc3n2)c1 (stereo not given) was read as TDP1 cell CPT -19.3%, DT40 TDP1 no CPT 18.4µM* and TDP1 block 1.9%.
For COC(=O)c1ccc(NC(=O)c2ccc(F)cc2)o1 the results were TDP1 cell CPT -4.9%, DT40 TDP1 no CPT -19.0% and TDP1 block 5.1%.
`Clc1ccc(Oc2nc(Oc3ccc(Cl)cc3)nc(N3CCOCC3)n2)cc1` gave TDP1 cell CPT inconclusive, DT40 TDP1 no CPT inconclusive and TDP1 block 1.5%.
For O=[N+]([O-])c1cccnc1Oc1cccnc1 the results were TDP1 cell CPT 19.6%, DT40 TDP1 no CPT 6.4% and TDP1 block 6.8%.
`COC(=O)C1=C(CS(=O)(=O)c2ccccc2)NC(=O)NC1c1ccc(OC)c(OC)c1` (stereo not given) gave TDP1 cell CPT inconclusive, DT40 TDP1 no CPT inconclusive and TDP1 block 1.3%.
For CCCc1nnc(NC(=O)CCC(=O)N2CCN(Cc3cc(F)ccc3OC)CC2)s1 the results were TDP1 cell CPT inconclusive, DT40 TDP1 no CPT -8.0% and TDP1 block 1.5%.
`Nc1c(-c2cccc(Cl)c2)cnn1-c1ccccc1` gave TDP1 cell CPT 18.9% and DT40 TDP1 no CPT inconclusive.
For Nc1cccc(NP(=O)(c2ccccc2)c2ccccc2)c1 the results were TDP1 cell CPT -11.8%, DT40 TDP1 no CPT -3.4% and TDP1 block 0.0%.
`CCOC(=O)c1c(CSc2ccccc2)n(C)c2cc(Br)c(OCC(O)CNC(CO)(CO)CO)cc12` (stereo not given) gave TDP1 cell CPT inconclusive, DT40 TDP1 no CPT 14.6µM* and TDP1 block 0.0%.
`Cc1ccc(-n2nc(C)cc2NC(=O)CC#N)cc1` gave TDP1 cell CPT -16.7%, DT40 TDP1 no CPT 15.8% and TDP1 block 5.9%.
`CCOC(=O)C1(C)CCCN(C(=O)c2ccc(OC(F)F)cc2)C1` (stereo not given) gave TDP1 cell CPT -19.7% and DT40 TDP1 no CPT -24.4%.
CC/C(=N/Nc1ccccc1)c1cnnc(-c2ccccc2)n1 was read as TDP1 cell CPT -28.0%, DT40 TDP1 no CPT inconclusive and TDP1 block 5.7%.
Screening Cc1cc([C@](C)(N)C(=O)O)ccc1P(=O)(O)O returned TDP1 cell CPT 6.1%, DT40 TDP1 no CPT 2.7% and TDP1 block 6.9%[56.1 µM].
Screening COc1cccc(/C=C/C(=O)Oc2ccc(C(=O)c3ccc(F)cc3)cc2)c1 returned TDP1 cell CPT inconclusive, DT40 TDP1 no CPT -15.8% and TDP1 block -2.6%.
Screening CC1(C)OC(=O)NC1c1ccccc1 (stereo not given) returned TDP1 cell CPT -2.6% and DT40 TDP1 no CPT -3.2%.
Screening O=C(NCCOc1ccccc1)C1CCCN1C(=O)c1cccs1 (stereo not given) returned TDP1 cell CPT 0.6%, DT40 TDP1 no CPT -3.7% and TDP1 block 7.3%.
`CCOC(CNC(=O)Cn1nc(C)c2ccccc21)OCC` gave TDP1 cell CPT 12.4%, DT40 TDP1 no CPT -0.1% and TDP1 block 5.7%.
`COc1ccc(NC(=O)N2CCN(c3nc4ccccc4n3C(C)C)CC2)cc1` gave TDP1 cell CPT inconclusive, DT40 TDP1 no CPT -27.5% and TDP1 block 4.8%.
For Cc1ccc(C)c(CC(=O)N2CCCCC2c2cc(C(=O)Nc3ccc(F)c(Cl)c3)no2)c1 (stereo not given) the results were TDP1 cell CPT 20.6µM* and DT40 TDP1 no CPT 23.1µM*.
O=S1(=O)CC(N2CCN(CCO)CC2)CN1Cc1cn(Cc2ccc(F)cc2)nn1 (stereo not given) was read as TDP1 cell CPT 8.8% and DT40 TDP1 no CPT 10.5%.
For CCN(CC)CCCNCC(=O)Nc1ccc2c(c1)CCC2 the results were TDP1 cell CPT -22.1%, DT40 TDP1 no CPT -26.3% and TDP1 block 2.6%.
Screening Cn1c(=O)oc2cc(S(=O)(=O)Nc3cccc(F)c3)ccc21 returned TDP1 cell CPT -12.8%, DT40 TDP1 no CPT -0.6% and TDP1 block -2.6%.
`CC(C)(c1ccc(O)c([N+](=O)[O-])c1)c1ccc(O)c([N+](=O)[O-])c1` gave TDP1 cell CPT 4.0% and DT40 TDP1 no CPT -6.4%.
CC(C)OC(=O)Cn1c(=O)oc2ccccc21 was read as TDP1 cell CPT -5.6%, DT40 TDP1 no CPT 4.5% and TDP1 block 3.9%.

Of the compounds above, three have a COOH group.
For CCOc1ccc(S(=O)(=O)Nc2cc(OC)c(OC)cc2C(=O)O)cc1 the results were TDP1 cell CPT -8.5%, DT40 TDP1 no CPT 2.1% and TDP1 block -7.0%.
`O=C(CNC(=O)OCc1ccccc1)NC(Cc1cnc[nH]1)C(=O)O` (stereo not given) gave TDP1 cell CPT inconclusive and DT40 TDP1 no CPT 16.4µM*.
Screening Cc1cc([C@](C)(N)C(=O)O)ccc1P(=O)(O)O returned TDP1 cell CPT 6.1%, DT40 TDP1 no CPT 2.7% and TDP1 block 6.9%[56.1 µM].

Screens as filed in PubChem.
